Hsp70 displacement – Hsp70 inhibitors, probe displacement, primary screen, biochemical, fluorescence polarization (AID 583); Hsp70 fluorescence polarization probe displacement, mP; higher % means a stronger effect; displacement, % at 20 µM, or IC50 in µM where a hit was titrated; hit rate 0.06% among 140,000; in the data active = displacement above about 50%;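 note: plate controls were vehicle for no effect and reference ligand for full effect; a part of the inactive calls stands beside numbers as strong as those of hits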
MKP-3 inhibition – MKP-3 phosphatase inhibitors, primary screen, biochemical, rat enzyme, in vitro (AID 425) | recombinant MKP-3 phosphatase activity, fluorescence; higher % means a stronger effect | inhibition, % at 20 µM; hits with a dose series show IC50 in µM | hit rate 0.17% among 110,000; in the data active = inhibition above about 50%;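 note: plate controls were vehicle for no effect and reference inhibitor for full effect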
The depositor's hits bear a star; . = not tested or not shown; & = joins results of further samples.

Under each structure: Hsp70 displacement, MKP-3 inhibition
> COC(=O)C1=C(C)N(c2ccc(Br)cc2)/C(=C\c2ccc(OCC(=O)Nc3ccccc3OC)cc2)C1=O
 : 2.0%, 1%
> COc1ccc(NC(=O)CSC2CCCCC2)cc1
 : -0.3%, -15%
> COC(=O)c1ccc(CSc2nnc(C)s2)cc1
 : 3.2%, .
> CC(C)CCSc1nc2c(c(=O)[nH]c(=O)n2C)n1CCCc1ccccc1
 : -4.4%, -8%
> COC(=O)CSc1nnc(SCc2ccc(OC)cc2)s1
 : ., -7%
> C=CCn1c(SC(C)C(=O)NCCC2=CCCCC2)nc2ccccc2c1=O (stereo not given)
 : -0.5%, .
> CCOC(=O)C1=C(N)Oc2cc(O)ccc2C1c1cccnc1 (stereo not given)
 : -1.8%&3.5%, -1%&-2%
> CN(C)c1cccc(C(=O)NCC2CCCO2)c1 (stereo not given)
 : 1.2%&-0.9%, -4%&3%
> O=C(CSc1nnc(-c2ccccc2)o1)NC1CCCCC1
 : 1.7%, 4%
> Cc1ccccc1Cn1c(=O)c2c(nc3n2CCN3Cc2ccco2)n(C)c1=O
 : -2.0%, -6%
> CCCN(CCC)c1ncnc2c1cnn2-c1ccc(OC)cc1
 : 1.1%, -7%
> CCOC(=O)Cc1csc(NC(=O)CSc2ncnc3c2cnn3-c2ccc(OC)cc2)n1
 : 1.6%, -1%
> Cc1cccc(N2CCN(CC(=O)NCC3CCCCC3)CC2)c1C
 : -5.7%, -3%
> Cc1ccc(C(=O)N/C(=C\c2ccc(C(C)C)cc2)C(=O)NCC(C)C)cc1
 : 0.6%, 3%
> CCOC(=O)C1CCCN(C(=O)c2ccc(CS(=O)(=O)c3ccc(Br)cc3)o2)C1 (stereo not given)
 : ., -1%
> CCCC(=O)N(Cc1cc2cccc(C)c2[nH]c1=O)c1ccccc1OC
 : -5.6%, -2%
> CC(NC(=O)Nc1ccccc1O)(C(F)(F)F)C(F)(F)F
 : 1.4%, -2%
> O=C(COC(=O)CCCc1c[nH]c2ccccc12)Nc1ccc2c(c1)OCO2
 : 2.2%, -2%
> O=C1OC(c2ccccc2)=C/C1=C/c1ccc(Br)cc1
 : -0.4%, 4%
> Clc1ccc(N2CCN(/N=C\C=C\c3ccccc3)CC2)cc1
 : -5.5%, 0%
> Nc1nc2nccc(-c3ccc(Cl)cc3)n2n1
 : 7.3%, 1%
> N#Cc1c2c(c(-c3ccco3)[nH]c1=O)CCCC2
 : 2.0%, 2%
> COc1ccc(NCc2nc3ccccc3n2Cc2ccccc2)cc1
 : -0.4%, 0%
> C/C(CC1(O)C(=O)N(C)c2ccccc21)=N\O (stereo not given)
 : 10%, -3%
> CC1(C)CC(=O)C(C2COC3=C2C(=O)CC(C)(C)C3)C(=O)C1 (stereo not given)
 : -3.8%, 2%
> O=C(Nc1ccc(Br)cc1F)C1CCN(c2nnc(-n3cccc3)s2)CC1
 : -2.7%, 2%
> O=C(NCc1ccc2c(c1)OCO2)Nc1ccc(Cl)c(Cl)c1
 : 5.1%, 6%
> CCOc1cc(N2CCOCC2)c(OCC)cc1NC(=O)COC(=O)CCc1c[nH]c2ccccc12
 : -1.3%, -8%
> COc1ccc(NC(=O)C2CCN(C(=O)c3cccs3)CC2)cc1
 : -3.6%, .
> CCC(NS(=O)(=O)c1ccc(C)cc1)C(=O)Nc1ccc(NC(C)=O)cc1 (stereo not given)
 : 2.9%, -12%
> CCOc1ccc(-n2cc(C(=O)N3CCCCCC3)c3cc(OC)c(OC)cc3c2=O)cc1
 : -4.6%, 0%
> Cc1no[n+]([O-])c1COc1ccccc1/C=C1\SC(=S)NC1=O
 : -2.0%, 6%
> COc1ccc(-c2nc(CS(=O)CC(=O)N3CCc4ccccc4C3)c(C)o2)cc1 (stereo not given)
 : -5.0%, 2%
> COc1cccc(-n2nnc3c(=O)n(CC(=O)NCC4CCCO4)cnc32)c1 (stereo not given)
 : 0.4%, -1%
> CCOC(=O)C(Sc1nnc(-c2ccncc2)o1)C(C)=O (stereo not given)
 : 1.3%, .
> CCOC(=O)Nc1ccc2c(c1)N(C(=O)OCC)c1ccccc1CC2
 : 4.1%, 4%
> O=C(CCCc1ccccc1)Nc1nncs1
 : 2.5%, .
> Nc1nc(N)c2nc(-c3ccccc3)c(N)nc2n1
 : -7.5%, 0%
> O=c1oc2ccccc2c(Nc2cccc(O)c2)c1[N+](=O)[O-]
 : 8.8%, .
> COC(=O)C1CCCN1C(=O)c1cccs1 (stereo not given)
 : 0.5%, -4%
> C=CCOc1ccc(/C=C/C(=O)c2ccc(Br)cc2)cc1
 : ., 2%
> O=C(/C=C/c1cccs1)Nc1ncc(Cc2ccc(F)cc2)s1
 : -2.3%, 4%
> C=CCn1c(SCC(=O)N(CC)CC)nc(O)cc1=O
 : 3.8%, -9%
> O=C(CN1CCOCC1)N1CCN(c2nnc(-c3ccccc3)c3ccccc23)CC1
 : -1.6%, -3%
> CCN(CCNC(=O)C1CCN(S(=O)(=O)c2cccc3nsnc23)CC1)c1ccccc1
 : 2.7%, -6%
> O=C1NC(=S)N/C1=C\c1cccc([N+](=O)[O-])c1
 : -1.6%, .
> CSc1nnc2c3ccccc3n(CCc3ccccc3)c2n1
 : 0.1%, -10%
> COc1ccc2nc(NC(=S)NC(=O)c3ccco3)sc2c1
 : 1.8%, 0%
> COc1ccccc1N/C(=N/c1nc(C)cc(C)n1)NC(C)=O
 : 2.9%, -10%
> CCCSc1nnc(Sc2nnnn2-c2ccccc2)s1
 : -4.6%, 6%
> Cc1nc(SCC(=O)NCC2CCCO2)c2oc3ccccc3c2n1 (stereo not given)
 : -0.6%, -5%
> O=C(NCCC1=CCCCC1)C1CCN(S(=O)(=O)c2cccs2)CC1
 : -3.6%, -3%
> CCC(=O)Nc1nc(OC)cc(OC)n1
 : 1.1%, -8%
> COc1ccc(CNCc2cccnc2)cc1
 : 6.7%, 0%
> O=C1CC(Nc2ccc(N3CCOCC3)cc2)C(=O)N1c1ccccc1 (stereo not given)
 : -4.2%, .
> CCN(CC)S(=O)(=O)c1ccc(-n2cnnn2)c(C)c1
 : -5.9%, .
> Cc1ccccc1C(=O)Nc1c(C(=O)NCc2ccco2)cnn1-c1ccccc1
 : -2.3%, 5%
> COC(=O)c1ccc2c(c1)N(Cc1nc(-c3cccc(Cl)c3)oc1C)C(=O)C1CCCN21 (stereo not given)
 : -11%, 10%
> Cc1nc2ccccn2c1C(=O)Nc1ccc2c(c1)OCCO2
 : 2.1%, .
> Oc1cccc(/C=N/Nc2nc3ccccc3s2)c1
 : 2.8%, 0%

(continued)
Under each structure: Hsp70 displacement, MKP-3 inhibition
> CC1=C(C(=O)Nc2ccccc2)C(c2ccncc2)C(C#N)=C(SCC(=O)NC(C)C)N1 (stereo not given)
 : 2.4%, 15%
> CCOC(=O)C1CCN(C(c2cc3c(C)ccc(C)c3[nH]c2=O)c2nnnn2C2CCCCC2)CC1 (stereo not given)
 : ., -7%
> O=C(O)CCCCCN1C(=O)C(=O)/C(=C(/O)c2ccccc2)C1c1ccccc1 (stereo not given)
 : 1.2%&-2.0%, -7%&2%
> COc1ccccc1CNC(=O)CN(c1ccc(C)cc1)S(=O)(=O)c1ccc(C)cc1
 : 1.5%, 0%
> CCc1cc(C(=O)Nc2ccccc2)cs1
 : 1.7%, -10%
> CCCc1c(C)nc2c(Br)cccc2c1SCC(=O)O
 : 1.8%, 3%
> COc1ccc(-n2c3c(cc(C(=O)N4CCC(C)CC4)c2=O)C(=O)CC(C)(C)C3)cc1
 : 1.0%, 1%
> N#CC1=C(N)Oc2n[nH]c(-c3cccs3)c2C1C1C=CCCC1 (stereo not given)
 : 1.3%, .
> Clc1ccc(CNc2ncn[nH]2)cc1
 : -2.5%, 4%
> CC(C)(C)OC(=O)N1CCC[C@H]1c1nnc(SCc2c(F)cccc2Cl)o1
 : 1.0%, -11%
> COc1ccccc1NC(=O)C1(c2ccccc2)CCOCC1
 : 1.2%, 0%
> CCc1nccn1S(=O)(=O)c1ccc(C)c(C)c1
 : -0.4%, -6%
> Cn1c(C(=O)O)c(CC(=O)Nc2ccccc2F)c2ccccc21
 : 0.8%, 4%
> CCOC(=O)c1ccccc1NC(=O)CC1Nc2ccccc2NC1=O (stereo not given)
 : -5.8%, -14%
> C(=N\N1CCN(c2ccccn2)CC1)/c1cccs1
 : -1.5%, 3%
> Cc1ccc(Nc2nc(-c3ccc(S(=O)(=O)N4CCCCC4)cc3)cs2)cc1Cl
 : 2.4%, 3%
> CCOc1ccccc1/C=C1\C(=O)NC(=O)N(c2ccc(Br)c(C)c2)C1=O
 : -2.3%, 0%
> COc1cc(C(=O)NCc2nnc(SCC(=O)Nc3cc(C)cc(C)c3)o2)cc(OC)c1OC
 : ., -1%
> COc1ccccc1C1/C(=C(\O)c2ccc3c(c2)OCCO3)C(=O)C(=O)N1CCCN(C)C (stereo not given)
 : -3.1%, 0%
> CCN(CC)C(=O)Oc1ccc2c(=O)c(-c3ccccc3)coc2c1
 : -1.8%, -5%
> CCC1(CC)C(=O)N=C2c3ccccc3C(=O)N21
 : 0.6%, -17%
> Cc1ncsc1CCOC(=O)c1cccnc1
 : 6.2%, 3%
> COc1cccc(NC(=O)N(CCCN2CCOCC2)C(C)c2cc3ccccc3o2)c1 (stereo not given)
 : 0.3%, .
> CCN1C(=O)C2C(c3cccc(F)c3)NC(CC)(C(=O)OC)C2C1=O (stereo not given)
 : 3.4%, 1%
> N#CC1=C(N)N=C(SCc2ccccc2)C(C(N)=O)C12CCCCC2 (stereo not given)
 : -2.3%, 0%
> COc1ccc(C(=O)N/C(=C\c2ccc(Cl)cc2)C(=O)NCCN2CCOCC2)cc1
 : 2.1%, -1%
> O=C(Nc1ccccc1C(F)(F)F)C(F)(F)F
 : 2.0%, 2%
> CCCCOc1ccc(C(=O)NCc2ccco2)cc1
 : -1.5%, 8%
> COc1ccc(OC)c(C2C(C(=O)c3sc(C)nc3C)=C(O)C(=O)N2CCN2CCOCC2)c1 (stereo not given)
 : 0.6%, -1%
> Cc1cc(Br)cc2c1NC(=O)C2(c1c(C)n(C)n(-c2ccccc2)c1=O)c1c(C)n(C)n(-c2ccccc2)c1=O
 : 0.4%, .
> CC(C)Nc1nc(-c2cccnc2)nc2ccccc12
 : -1.4%, -8%
> COCCNC(=O)c1c[nH]c2cc(OC)c(OC)cc2c1=O
 : -2.0%, -3%
> O=C(Nc1ccc2c(c1)OCO2)c1cncc(Br)c1
 : -3.8%, -11%
> CC(=O)COc1ccc2c(C)c(C)c(=O)oc2c1
 : -0.6%&2.3%, 5%
> Cc1ccc(/C=C/C(=O)c2c3c(c(C)[nH]c2=O)CCCC3)cc1
 : 5.3%, 5%
> COc1ccc(CCNc2cc(N3CCN(C(=O)c4ccc(Cl)cc4)CC3)ccc2[N+](=O)[O-])cc1OC
 : 0.2%, -1%
> O=C(CN1CCOCC1)Nc1scc(-c2ccccc2)c1C(=O)N1CCOCC1
 : 4.3%, -9%
> Cc1c(C(=O)OC2CCC(C)CC2)[nH]c2c1C(=O)CCC2 (stereo not given)
 : 4.9%, -2%
> COc1ccccc1C1SCCN1S(=O)(=O)c1ccc(-c2ccccc2)cc1 (stereo not given)
 : -1.8%, -1%
> Cc1ccc(S(=O)(=O)NC(=O)NCC2CCCO2)cc1 (stereo not given)
 : 1.6%, -6%
> Cc1nc(NCc2ccco2)[nH]c(=O)c1CCC(C)C
 : -0.8%, -8%
> COc1ccc(CN2CCN(CC3CC=CCC3)CC2)c(OC)c1OC (stereo not given)
 : -0.2%, 1%
> CC1(C)Cc2c(sc3[nH]c(=S)[nH]c(=S)c23)CO1
 : -1.6%, 2%
> COc1cc(C2NC(=O)NC(C)=C2C(=O)OCCC#N)cc(OC)c1OC (stereo not given)
 : 4.2%, -1%
> CCCNC(=O)CN(c1ccc(F)c(Cl)c1)S(C)(=O)=O
 : -1.5%, -5%
> CCCCCCOC(=O)Sc1nc2ccccc2o1
 : ., 4%
> COc1ccc(OC)c(C2NC(=S)NC(C)=C2C(=O)Nc2cc(Cl)ccc2OC)c1 (stereo not given)
 : -0.2%, -1%
> Cc1cc(C)n(-c2cc(N/N=C/c3cccc(F)c3)nc(C)n2)n1
 : 2.4%, -1%
> COc1ccc(S(=O)(=O)Cc2ccc(C(=O)N3CCN(Cc4ccccc4)CC3)o2)cc1
 : 6.2%, -9%
> O=C(CCC(=O)N1CCN(S(=O)(=O)c2ccccc2)CC1)NC1CCCc2ccccc21 (stereo not given)
 : -2.5%, 6%
> Cc1c2cn[nH]c(=O)c2c(C)n1Cc1ccc(F)cc1
 : 1.2%, -1%
> O=C(CCn1c(SCC(=O)NCc2ccco2)nc2ccccc2c1=O)NCCc1ccccc1
 : 1.7%, -6%
> Cc1oc2nc(SCC(=O)NCc3cccnc3)nc(N)c2c1C
 : 6.2%, -2%
> CCOC(=O)c1c(NC(=O)CN2CCN(C(=O)c3ccco3)CC2)sc2c1CCCC2
 : -4.8%, .
> O=C(O)CCSc1nnc(-c2ccccc2)n1-c1ccccc1
 : -0.9%, -11%

Assay outcomes: PubChem BioAssay, Sanford-Burnham Center for Chemical Genomics

A portion of the library; count on the stated rates, not on these rows.
